Source: PubChem BioAssay (National Center for Advancing Translational Sciences (NCATS))
D1 agonist = Allosteric Agonists of the Human D1 Dopamine Receptor: qHTS | 360,000 compounds, 1% hits | activation, % at 2 µM | HEK293 T-REx D1 cells, calcium flux, agonist mode | D(1A) dopamine receptor (Homo sapiens), P21728; note: 0% is about no effect
Target sequence (P21728 whole entry, looked up): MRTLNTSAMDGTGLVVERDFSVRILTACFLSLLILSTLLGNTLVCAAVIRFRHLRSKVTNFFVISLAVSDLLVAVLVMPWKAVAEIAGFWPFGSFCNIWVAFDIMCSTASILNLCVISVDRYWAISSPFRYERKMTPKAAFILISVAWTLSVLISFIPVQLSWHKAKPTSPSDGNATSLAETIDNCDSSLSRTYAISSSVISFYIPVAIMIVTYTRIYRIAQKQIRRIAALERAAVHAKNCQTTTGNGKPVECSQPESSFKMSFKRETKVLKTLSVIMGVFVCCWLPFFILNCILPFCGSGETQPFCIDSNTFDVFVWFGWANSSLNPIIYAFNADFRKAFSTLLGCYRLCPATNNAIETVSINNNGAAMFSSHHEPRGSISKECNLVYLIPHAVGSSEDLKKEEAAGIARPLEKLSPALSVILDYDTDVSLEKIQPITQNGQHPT
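Agonism was scored from calcium flux recorded over 180 s (1 read/s) after pintool compound addition, following a 10-cycle baseline. Cells were inducible force-coupled HEK293 TREx D1, plated overnight at 30 C and loaded with no-wash calcium dye.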
TRHR enhancer = qHTS for Small Molecule Agonists and Allosteric Enhancers of Human TRH Receptor: Primary Screen for Enhancers. 360,000 compounds, 0.66% hits. enhancement, % at 2 µM. TRHR cells, fluo-8 calcium fluorescence, EC20 TRH enhancement. Thyrotropin-releasing hormone receptor (Homo sapiens), P34981; in the data active = enhancement above about 30%; note: 0% is about no effect
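Enhancer read-out: after compound pinning and an initial kinetic agonist-mode read, an EC20 of TRH (10 nM final) was injected and fluo-8 calcium signal (Ex 480/Em 530) followed at 1 s/cycle for 100 cycles in TRHR-expressing cells.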
D2 antagonist = HTS Assay for Allosteric Antagonists of the Human D2 Dopamine Receptor: Primary Screen for Antagonists; inhibition, % at 10 µM; HEK293 TREx D2 cells, calcium flux, dopamine EC80; 340,000 compounds, 2% hits; D(2) dopamine receptor (Homo sapiens), P14416; in the data active = inhibition above about 30%; note: 0% is about no effect
Target sequence (P14416 whole entry, looked up): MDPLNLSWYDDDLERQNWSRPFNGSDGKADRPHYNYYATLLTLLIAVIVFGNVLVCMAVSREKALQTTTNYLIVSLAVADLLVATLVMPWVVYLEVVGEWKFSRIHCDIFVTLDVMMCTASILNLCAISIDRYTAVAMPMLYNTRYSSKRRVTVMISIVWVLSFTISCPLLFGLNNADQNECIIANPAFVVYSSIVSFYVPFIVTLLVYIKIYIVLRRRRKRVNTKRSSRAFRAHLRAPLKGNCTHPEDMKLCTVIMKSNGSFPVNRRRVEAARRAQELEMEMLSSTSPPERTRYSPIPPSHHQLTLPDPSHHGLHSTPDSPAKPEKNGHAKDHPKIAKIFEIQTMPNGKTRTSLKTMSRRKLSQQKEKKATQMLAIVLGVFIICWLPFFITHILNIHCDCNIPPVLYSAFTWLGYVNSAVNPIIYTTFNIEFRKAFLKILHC
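Measurement of antagonist activity uses fluorescent calcium dye in inducible HEK293 T-REx D2 cells: 10 s baseline, compound addition with 180 s read, EC80 dopamine addition with a further 180 s read.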
D2 potentiator = HTS Assay for Positive Allosteric Modulators of the Human D2 Dopamine Receptor: Primary Screen for Potentiators; D(2) dopamine receptor (Homo sapiens), P14416; HEK293 T-REx D2, calcium flux, EC20 dopamine potentiation; potentiation, % at 10 µM; 340,000 compounds, 0.34% hits; AID 485347, 2010;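 active = potentiation over 3 SD above the plate norm, cut at about 30% in these data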; note: 0% is about no effect
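Cells plated with tetracycline inducer and held overnight at 30 C; calcium dye loaded 30–90 min at room temperature; baseline taken, compound added and read 180 s; EC20 dopamine then added and read 180 s.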
D2 agonist = HTS Assay for Allosteric Agonists of the Human D2 Dopamine Receptor: Primary Screen for Agonists; activation, % at 2 µM; D(2) dopamine receptor (Homo sapiens), P14416; HEK293 T-REx D2 cells, calcium flux agonist mode; 340,000 compounds, 0.53% hits; AID 485358, 2010;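 active = activation over 3 SD above normal in the single-dose calcium agonist read, cut at about 30% in these data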; note: 0% is about no effect
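Agonism is scored from calcium flux in a force-coupled, inducible HEK293 cell line expressing D2, read kinetically for 180 s after compound addition against dopamine controls.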
RXFP1 antag = qHTS Assay for Antagonists of the Relaxin Receptor RXFP1; Relaxin receptor 1 (Homo sapiens), Q9HBX9; HEK293-RXFP1, relaxin-stimulated cAMP HTRF, 30 min; stronger effect = lower value; activity change, negative = inhibition, % at 57.5 µM; 350,000 compounds, 0.59% hits;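 active = activity change of -60% or lower, but not beyond a set lower limit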; note: % is set by controls: 0 for no effect and ±100 for the full control effect
D1 antag = Antagonist of Human D 1 Dopamine Receptor: qHTS. 360,000 compounds, 3.2% hits. HEK293 TREx D1 cells, calcium flux, dopamine EC80; stronger effect = lower value. activity change, negative = inhibition, % at 10 µM. D(1A) dopamine receptor (Homo sapiens), P21728; in the data active = activity change below about -30%; note: % is set by controls: 0 for no effect and ±100 for the full control effect
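Calcium flux readout: force-coupled, inducible Hek293 Trex D1 line, cells induced overnight at 30 C with tetracycline, dye-loaded 30–90 min at RT. Antagonism scored against EC80 dopamine challenge given 180 s after compound.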
TRHR ag = qHTS for Small Molecule Agonists and Allosteric Enhancers of Human TRH Receptor: Primary Screen for Agonists. AID 493084, 2011. Thyrotropin-releasing hormone receptor (Homo sapiens), P34981. TRHR cells, calcium flux fluo-8, FDSS agonist mode. activation, % at 2 µM. 360,000 compounds, 0.18% hits; note: 0% is about no effect
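In this calcium-flux screen, cells bearing human TRHR are dye-loaded with fluo-8, baselined for 10 cycles, then exposed to library compounds; positive kinetic calcium responses during the agonist phase mark hits, with TRH as control.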
D1 PAM = Potentiators of Human D1 Dopamine Receptor: qHTS; D(1A) dopamine receptor (Homo sapiens), P21728; HEK293 TREx D1 cells, calcium flux, dopamine EC20 potentiation; potentiation, % at 10 µM; 360,000 compounds, 0.036% hits; in the data active = potentiation above about 30%; note: 0% is about no effect
Active calls of the source: *; / = not tested or not shown. Cut-off read from the data, not from the text of the source, unless noted: active = activation above about 30%; inactive = the rest.

SMILES	D1 agonist	TRHR enhancer	D2 antagonist	D2 potentiator	D2 agonist	RXFP1 antag	D1 antag	TRHR ag	D1 PAM
O=C1Nc2cc(Cl)c(Cl)cc2N(O)N1c1cc(Cl)cc(Cl)c1	0	-4	3	-2	-0.3	15	-77*	-0.5	0
Cc1ccc(F)cc1NC(=O)c1cnccn1	4	6	10	-8	0.1	3	-10	0.8	-3
CCCN(CC(=O)Nc1ccccc1C)C(=O)c1ccc(C(=O)c2ccccc2)cc1	5	-3	43*	-2	2.0	-12	-19	1.0	-4
CCn1c(=O)c2ccccc2n2c(SCC(=O)N3CCCc4ccccc43)nnc12	2	-4	3	4	-1.5	3	-3	0.0	0
C=CCN(CC=C)C(=O)C1CCC(C(=O)N(CC=C)CC=C)CC1 (stereo not drawn)	5	-6	-25	2	-1.0	-6	1	-0.3	-1
CS(=O)(=O)c1ccc(C(=O)OCc2nnc(-c3ccc(Cl)cc3)o2)cc1[N+](=O)[O-]	-1	7	8	22	0.2	-31	-13	-1.0	-2
Clc1ccc(C2[C@H]3CN(Cc4cccnc4)[C@H](c4ccccc4)C34CC2(c2ccccc2)C4)cn1 (stereo partly drawn)	2	-1	-5	-11	-0.1	/	2	0.1	1
Cc1cc2occ(CC(=O)NNC(=O)c3ccccc3F)c2cc1C	5	-2	14	5	0.0	5	-13	-0.7	1
O=C(COc1cccc2c1CCNC2=O)Nc1ccc(F)cc1	4	-5	4	2	0.3	-2	-3	-0.2	2
CCCSc1nc(C)cc(C)c1S(=O)(=O)c1ccccc1C	3	-2	2	-10	-0.2	-2	-2	-0.1	-4
C=CCOc1ccc(CNC(C)(C)CO)cc1OC	3	-1	-6	-8	1.0	-13	-11	-0.1	0
Cn1c(=O)oc2cc(S(=O)(=O)NC(Cc3ccccc3)C(=O)Nc3ccc(F)c(Cl)c3)ccc21 (stereo not drawn)	7	-4	/	-5	0.1	/	-2	1.6	-2
Cc1nc(C)c(C(=O)NCCC(c2ccccc2)c2ccccc2)o1	7	-1	10	2	-0.7	-4	-9	-1.1	-1
Cn1c(SCC(=O)c2ccccc2)nnc1C1COc2ccccc2O1 (stereo not drawn)	2	-1	/	-2	0.1	-9	-1	-0.8	4
Cc1cccc(NC(=O)N2CCc3ccccc3C2)c1C	0	-6	5	-6	26	5	-16	1.3	-8
COc1ccc(OC)c(NC(=O)CSc2ccc3nnc(-c4ccccn4)n3n2)c1	2	-2	8	2	-0.7	7	6	0.0	3
COc1ccccc1/C=C\C(=O)NCC(=O)N/N=C(/C)c1cccc([N+](=O)[O-])c1	-1	-1	/	/	/	-7	-65*	-0.2	-2
COc1ccccc1OCc1nc(-c2cccc(C)c2)no1	3	8	/	-7	-0.6	-16	3	-0.9	0
CCOC(=O)c1ccc(N2C(=O)CC(Nc3ccc(O)cc3)C2=O)cc1 (stereo not drawn)	1	8	-9	-1	0.9	-4	-10	0.1	-1
CN(C)CCCNC(=O)/C(=C\c1ccc(-c2cccc([N+](=O)[O-])c2)o1)NC(=O)c1ccccc1	3	1	37*	-1	1.0	-3	23	0.2	-2

Some of these compounds in order of count of non-hydrogen atoms, lowest first.
SMILES	D1 agonist	TRHR enhancer	D2 antagonist	D2 potentiator	D2 agonist	RXFP1 antag	D1 antag	TRHR ag	D1 PAM
C=CCOc1ccc(CNC(C)(C)CO)cc1OC	3	-1	-6	-8	1.0	-13	-11	-0.1	0
Cc1cccc(NC(=O)N2CCc3ccccc3C2)c1C	0	-6	5	-6	26	5	-16	1.3	-8
COc1ccccc1OCc1nc(-c2cccc(C)c2)no1	3	8	/	-7	-0.6	-16	3	-0.9	0
C=CCN(CC=C)C(=O)C1CCC(C(=O)N(CC=C)CC=C)CC1 (stereo not drawn)	5	-6	-25	2	-1.0	-6	1	-0.3	-1
Cn1c(SCC(=O)c2ccccc2)nnc1C1COc2ccccc2O1 (stereo not drawn)	2	-1	/	-2	0.1	-9	-1	-0.8	4
COc1ccccc1/C=C\C(=O)NCC(=O)N/N=C(/C)c1cccc([N+](=O)[O-])c1	-1	-1	/	/	/	-7	-65*	-0.2	-2
CN(C)CCCNC(=O)/C(=C\c1ccc(-c2cccc([N+](=O)[O-])c2)o1)NC(=O)c1ccccc1	3	1	37*	-1	1.0	-3	23	0.2	-2

(next part)
SMILES	D1 agonist	TRHR enhancer	D2 antagonist	D2 potentiator	D2 agonist	RXFP1 antag	D1 antag	TRHR ag	D1 PAM
CN(c1ccccc1)S(=O)(=O)c1cccc(NC(=O)CCNC(=O)c2ccc(Cl)cc2)c1	4	-2	-10	-7	-1.3	-6	-19	0.2	-3
Cc1[nH]c(=O)[nH]c(=O)c1/C=N/NC(=O)CCCCCNC(=O)OC(C)(C)C	1	-1	-12	2	-1.9	-12	-1	0.1	2
COc1cccc(CN(C)C(=O)CN2C(=O)NC(c3ccccc3)(c3ccccc3)C2=O)c1OC	0	11	-4	16	-0.4	7	3	-0.6	7
CCOC1(/N=C(\C)NS(=O)(=O)c2ccc(Cl)cc2)C(C)=CC(=O)C=C1C	-3	7	13	5	0.0	-6	-3	0.0	4
O=C(c1ccc(NS(=O)(=O)c2cccs2)cc1)N1CCOCC1	6	15	-13	-5	0.2	-7	18	0.1	-6
Cc1nnc2ccc(N3CCC4(CC3)OCCO4)nn12	-2	-1	-3	-5	-0.3	-10	-1	0.3	3
COCCn1c(SCC(=O)NCc2cccs2)nnc1-c1ccc(OC)cc1	0	1	-1	1	-0.2	7	7	0.2	5
O=C(Nc1ccccc1)c1ccc(NCCN2CCOCC2)c(S(=O)(=O)N2CCOCC2)c1	0	4	-9	-1	-1.0	-8	12	0.3	1
Cc1ccccc1-n1c(C)cc(/C=C2\NC(=O)NC2=O)c1C	5	3	4	-3	-0.3	10	-4	-0.9	-7
COc1ccc(-c2[nH]c(-c3ccc(SC)cc3)nc2SCC(=O)Nc2nccs2)cc1	1	-4	-10	0	-0.6	-13	-22	-0.1	-2
COc1ccc(CN2CCN(CC(=O)Nc3ccccc3C(=O)NC3CC3)CC2)cc1F	1	0	10	-8	0.3	-4	-6	0.9	-5
CCCCc1c(O)nc(SCC(=O)N2CCCCCC2)[nH]c1=O	2	-1	-1	-4	1.9	-10	3	1.0	-9
Cc1ccc(Cn2nnc3c(=O)[nH]c(C4CCN(S(=O)(=O)/C=C/c5ccccc5)CC4)nc32)cc1	7	-1	2	/	1.8	-8	0	0.9	-4
CCc1ccccc1OCCSc1nc(-c2cccs2)nc2cc(=O)[nH]n12	6	1	/	6	0.1	-6	-44*	-0.2	-4
COc1ccc(NC(=O)c2ccc3c(c2)OCO3)cc1	5	4	-8	-3	0.2	3	13	0.7	-1
CCOc1cc2[nH]c(=O)n(CCCN3CCN(c4ccc(OC)cc4)CC3)c(=O)c2cc1OCC	1	5	-6	-25	-0.1	-22	1	-1.3	-2
CNC(=O)C(=O)NCC(c1ccc2c(c1)OCO2)N1CCOCC1 (stereo not drawn)	2	-2	/	6	0.4	-14	-2	0.1	-6
CCN(CC)c1ccc(-c2c(C#N)c(N)nc(OC)c2C#N)cc1	8	1	5	11	1.3	22	-17	1.8	-9
O=C(CSc1nnc(-c2cccnc2)s1)Nc1ccc(C(=O)O)cc1	5	-1	-1	8	-0.5	10	6	-0.1	10
CCOC(=O)C1=C(C)NC(C)=C(C(=O)OCC)C1c1cccs1	2	4	-13	-13	-0.7	-4	-16	-0.2	-8
COc1cc2cc(CCCOC(=O)c3ccc(C(F)(F)F)cc3)oc(=O)c2cc1OC	2	10	-17	-2	0.0	/	0	-0.7	1
Cc1noc(C)c1COC(=O)Cc1ccc(Cl)c(Cl)c1	2	-8	1	-4	-1.4	-6	6	0.5	-1
Cc1ccc(NC(=S)NCc2ccc3c(c2)OCO3)c(C)c1	4	-6	6	10	-0.2	-8	-17	-1.6	-5
CCOC(=O)C1=C(C)C(c2ccccc2OC)NC(=S)N1 (stereo not drawn)	2	-1	-13	16	0.2	10	-5	-0.6	-6
N#CC(=C=[N-])C1=C(C#N)C(c2ccccc2F)C([n+]2ccccc2)C(O)(C2CC2)N1 (stereo not drawn)	2	-3	-5	15	-0.3	33	16	-0.3	7
Cc1cccc(NC(=O)Cc2noc3ccccc23)c1	13	3	-29	-12	-0.4	-6	-6	-0.8	-8
COc1ccc(CCNc2nncc(=O)[nH]2)cc1OC	1	3	-3	4	-0.2	-4	0	1.2	-3
N#C/C(=C\c1ccc(Cl)cc1)c1nc(-c2ccco2)cs1	9	-2	-3	-7	1.0	0	-5	0.4	-2
c1csc(-c2nc3ccccn3c2NC2CCCCC2)c1	2	4	-13	0	1.1	1	4	0.1	1
CC1=C(C(=O)OC2CCCCC2)C(c2ccco2)C2=C(CC(C)(C)CC2=O)N1 (stereo not drawn)	-1	-8	/	/	/	-6	1	0.4	-8
COCCCNC(=S)N1CCCN(c2nc3cc(C)ccc3cc2C#N)CC1	4	1	15	2	-1.0	1	-3	-0.9	1
COc1cccc(Cn2ncc3c4sc(C)cc4n(C)c3c2=O)c1	7	-2	/	/	/	/	10	-2.0	-5
